Lipid storage S3: qHTS Assay for Lipid Storage Modulators in Drosophila S3 Cells; 0.64% of 320,000 active; Potency in µM for hits, for the others lipid storage change, negative = inhibition, % at the top dose, mostly 46.1 µM; Drosophila S3 cells, BODIPY lipid droplet fluorescence, 18-24 h; cells fed with added oleic acid; active means well fitted inhibition curve with a large enough effect in the signal ratio, with a control signal flat, not every such curve was filed as active; inconclusive means small, poorly fitted or top-dose-only effect, or effect the other way, or a change in a side signal; the % refers to the signal ratio
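Drosophila S3 cells loaded with oleic acid (400 uM, as added) and compounds at several concentrations; lipid droplets imaged by 488-nm laser-scanning cytometry, 500–530 nm intensity and object ratio to cell channel. Percent activity normalized to 20 uM Triacsin C.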
Lipid storage S3 cell count max: second read-out of Lipid storage S3, no call of its own (marks repeat the call); cell number change, %; measured here: cell count max response;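 cells counted by Cell Tracker Red CMTPX staining in the red channel; peak over a dose series mostly up to 46.1 µM; percent activity relative to internal control wells on each plate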
* = called active by the depositor; i = inactive; ? = inconclusive; nt = no result given; & = joins results of further samples. On the % scale 0 is the no-effect control and ±100 the full control effect; potency means the concentration at half of the fitted maximal effect. Not all compounds are listed; the hit share may differ from the screen's.

SMILES	Lipid storage S3	Lipid storage S3 cell count max
Cc1cc(C)cc(C(=O)Nc2nnc(SCC(=O)NCC3CCCO3)s2)c1 (stereo unspecified)	?	nt
Cc1ccc(Nc2nnc(SCC(=O)Nc3cccc(S(=O)(=O)NC4=NCCCCC4)c3)s2)c(C)c1	28%	nt
Cc1c(/C(O)=C2\C(=O)C(=O)N(CCCN(C)C)C2c2ccncc2)cnn1-c1ccccc1 (stereo unspecified)	?	nt
CC(=O)c1ccc(OC(C)C)c(CN2CCCCC2)c1	-11%	-4
COc1ccc(NC(=O)c2ccc3c(c2)NC(=O)CO3)cc1OC	2%	25
CC(=O)Nc1ccc(S(=O)(=O)NCc2cccnc2)cc1	?	nt
O=C1C2C3c4ccccc4C(c4ccccc43)C2C(=O)N1c1ccncc1 (stereo unspecified)	11%	1
O=C(CSc1nc2ccccc2s1)N/N=C/c1ccccc1C(=O)O	14%	1
CCCCCCCOC1(c2ccccc2)OC(=O)c2ccccc21 (stereo unspecified)	0%	-2
COc1ccc(-c2cc(C(=O)N3CCN(C(c4ccccc4)c4ccccc4)CC3)no2)cc1OC	?	nt
O=C(O)CC(c1cccc2ccccc12)N1Cc2ccccc2C1=O (stereo unspecified)	?	nt
CC(=O)c1cccc(NC(=S)N2CCN(S(C)(=O)=O)CC2)c1	?	nt
COc1cc(C)nc(N2CCC(C(N)=O)CC2)n1	1%	9
Cc1ccc(CNC(=O)c2ccc(C#CC(C)(C)O)s2)cc1	i	nt
Cc1cc(C(=O)CSc2nc(N)cc(=O)[nH]2)c(C)n1CCc1ccc(Cl)cc1	i	11
Cc1ccc(CNC(=O)CSc2nnnn2C)cc1	0%	12
CN(C)c1ccc(C(=O)OCC(=O)Nc2ccc(S(N)(=O)=O)cc2)cc1	?	nt
O=C(Cn1cc2c(n1)CCCCC2)NC1CCCCCC1	13%	3
Cc1cc(C(=O)OCC(=O)NC(=O)c2cccn2C)c2ccccc2n1	0%	-5
COc1ccc(N2CCN(C(c3nnnn3CCc3ccccc3)C(C)C)CC2)cc1 (stereo unspecified)	13%	14
O=C(C1CCCN(Cc2ccccc2F)C1)N1CCc2ccccc2C1 (stereo unspecified)	-2%	16
CC(C)CNc1ncnc2c1cnn2Cc1ccc(Cl)cc1	4%	1
CCOC(=O)CC1=CC(=O)Nc2ccccc2N1	?	nt
CC(C)COC(=O)n1ccc(C(=O)N2CCCCC2)n1	?	nt
C[C@H](NC(=O)c1nc[nH]c1C(=O)NCCCCCNC(=O)OC(C)(C)C)C(=O)OCc1ccccc1	-7%	9
CN(C(=O)COC(=O)/C=C/c1ccc2ccccc2n1)C1CCS(=O)(=O)C1 (stereo unspecified)	?	nt
CCc1nnc(NC(=O)CSc2nnc(-c3ccncc3)n2C)s1	8%	9
O=C(OCC(=O)N1CCCCCC1)c1cccc(Cl)c1	?	nt
Oc1cc(NCc2ccccc2)cc2cccnc12	0%	0
CCCNC(=O)c1cccc(NC(=O)C(C)C)c1	-5%	15
CC(=O)c1cc2c(cc1NC(=O)c1ccccc1C)OCO2	?	nt
C=CCNC(=O)Cc1ccc(S(=O)(=O)N2CCOCC2)s1	9%	11
CCCC1Nc2ccc(C(=O)O)cc2C2C=CCC12 (stereo unspecified)	5%	11
COc1ccc(C2CC(=O)C3=C(C2)Nc2ccccc2N(C(=O)CCC(=O)O)C3c2ccc(F)cc2)cc1OC (stereo unspecified)	-11%	-2
COc1ccc2oc(C(=O)C3CC3)c(N)c2c1	i	8
O=C(c1cc(F)cc2c1OCOC2)N1CCN(c2ccc(F)cc2)CC1	?	nt
Cc1ccccc1OCC(=O)NNC(=O)CSc1nc(N)cc(N)n1	?	nt
Cc1ccc(CN2CCC(N3CC(C)OC(C)C3)CC2)cc1 (stereo unspecified)	-3%	29
O=C(CS(=O)(=O)Cc1ccccc1)Nc1ccc(S(=O)(=O)N2CCCCCC2)cc1	?	nt
COc1ccc(C(C(=O)NC2CCCCC2)N(C(=O)c2sc(C)nc2C)c2ccc(OC)cc2)cc1 (stereo unspecified)	?	nt
COc1ccc(OC)c(C(c2nnnn2CCC(C)C)N2CCN(C(=O)c3ccco3)CC2)c1 (stereo unspecified)	?	nt
COc1cccc(OC(=O)CSc2nnc(-c3ccccc3Br)o2)c1	?	nt
Cc1cc(Cl)ccc1C(=O)C1CCCN(C(=O)c2cccnc2C)C1 (stereo unspecified)	i	27
CC(=O)Nc1ccc(N2CCN(c3ccc(F)cc3)CC2)cc1	0%	6
CC12CCC(C(=O)N(CCCCN3CCN(Cc4ccccc4)CC3)C1=O)C2(C)C (stereo unspecified)	-11%	-7
COc1ccc(Cl)cc1NC(=O)CN(C)C1CCS(=O)(=O)C1 (stereo unspecified)	17%	-3
Cc1cccc(NC(=S)NC(=O)C2CC2)c1	?	nt
CCS(=O)(=O)N1CCC(NC(C)=O)(c2ccccc2)CC1	?	nt
COc1ccc(OC)c(N(CC(=O)Nc2ccccc2)S(=O)(=O)c2ccccc2)c1	?	nt
COc1ccc2c(c1)CC(C1(O)C(=O)Nc3ccccc31)C2=O (stereo unspecified)	17%	-16
COc1cc(OC)c(C(=O)OCCCOC(=O)c2cc(OC)c(OC)cc2OC)cc1OC	?	nt
Cc1cccc(-c2nc(CSc3nc4c(c(=O)[nH]3)CCC4)c(C)o2)c1	?	nt
CCC(C)NC(=S)Nc1ccccc1 (stereo unspecified)	-8%	-8
O=C(Nc1ccccc1CC[N+](=O)[O-])N1CCN(c2ccccc2)CC1	?	nt
COC(=O)[C@@H](NC(=O)O[C@@H]1C(=O)c2cc(Br)ccc2O[C@H]1c1cccc(OC)c1)C(C)C	-3%	-11
CCOc1ccccc1CNC(=O)c1ccc(NC(=O)C2=CSCCO2)cc1	i	-25
O=C(CCNC(=O)N1CC(=O)Nc2ccccc21)NCCc1cccc(F)c1	i	-8
CCCCn1c(=O)[nH]c(=O)c2c1nc(-c1ccc([N+](=O)[O-])cc1)n2CC	?	nt
Cc1ccc(/C=[N+](/C)[O-])cc1	?	nt
COc1ccc(N2CCCC2)c(NC(=O)c2ccc([N+](=O)[O-])o2)c1	10µM*	16*

Part of the list above in order of formula weight, ascending:
SMILES	Lipid storage S3	Lipid storage S3 cell count max
Cc1ccc(/C=[N+](/C)[O-])cc1	?	nt
CCC(C)NC(=S)Nc1ccccc1 (stereo unspecified)	-8%	-8
Cc1cccc(NC(=S)NC(=O)C2CC2)c1	?	nt
CCCNC(=O)c1cccc(NC(=O)C(C)C)c1	-5%	15
CCCC1Nc2ccc(C(=O)O)cc2C2C=CCC12 (stereo unspecified)	5%	11
O=C(OCC(=O)N1CCCCCC1)c1cccc(Cl)c1	?	nt
COc1ccc2c(c1)CC(C1(O)C(=O)Nc3ccccc31)C2=O (stereo unspecified)	17%	-16
Cc1ccc(CNC(=O)c2ccc(C#CC(C)(C)O)s2)cc1	i	nt
COc1ccc(N2CCCC2)c(NC(=O)c2ccc([N+](=O)[O-])o2)c1	10µM*	16*
O=C(C1CCCN(Cc2ccccc2F)C1)N1CCc2ccccc2C1 (stereo unspecified)	-2%	16
O=C(Nc1ccccc1CC[N+](=O)[O-])N1CCN(c2ccccc2)CC1	?	nt
CN(C)c1ccc(C(=O)OCC(=O)Nc2ccc(S(N)(=O)=O)cc2)cc1	?	nt
CCOc1ccccc1CNC(=O)c1ccc(NC(=O)C2=CSCCO2)cc1	i	-25
COc1ccc(OC)c(N(CC(=O)Nc2ccccc2)S(=O)(=O)c2ccccc2)c1	?	nt
O=C(CS(=O)(=O)Cc1ccccc1)Nc1ccc(S(=O)(=O)N2CCCCCC2)cc1	?	nt
COc1ccc(OC)c(C(c2nnnn2CCC(C)C)N2CCN(C(=O)c3ccco3)CC2)c1 (stereo unspecified)	?	nt
COc1ccc(C2CC(=O)C3=C(C2)Nc2ccccc2N(C(=O)CCC(=O)O)C3c2ccc(F)cc2)cc1OC (stereo unspecified)	-11%	-2

(further entries)
SMILES	Lipid storage S3	Lipid storage S3 cell count max
CCN(c1ccc(OC)cc1)S(=O)(=O)c1nnc(NC(=O)c2ccccc2Cl)s1	?	nt
O=C(NCc1cccc(OC(F)(F)F)c1)C1CCC(=O)N(Cc2cccc(F)c2)C1 (stereo unspecified)	i	nt
CC(=O)CCc1ccc(OC(=O)c2cccnc2)cc1	4%	-4
COc1ccc2c(c1)c1ncn(CCN3CCNCC3)c(=O)c1n2C	?	nt
Cc1cc(-c2ccc(Br)s2)nc(-n2cccc2)n1	?	nt
Cn1c(SCc2ccc(Cl)cc2)nnc1-c1ccc2nonc2c1	-4%	3
c1ccc(-c2cnnc(N3CCCCC3)n2)cc1	?	nt
O=C(NCC(=O)N(Cc1ccccc1)C(C(=O)NC1CCCC1)c1ccncc1)c1ccco1 (stereo unspecified)	-6%	-25
CCN1CCN(C(=S)Nc2ccc3nc(N4CCN(CC)CC4)cc(C)c3c2)CC1	?	nt
Cc1nc2ncnn2c(C)c1Cc1ccc(Cl)cc1	?	nt
COc1cccc(C(=O)COC(=O)CCCC(=O)NC2CCCCC2)c1	-3%	-15
Cc1ccc(S(=O)(=O)/N=C(\Nc2cccc(C)c2)Nc2nc(C)cc(C)n2)cc1	?	nt
Cc1c(C(=O)OC2CCCCC2)[nH]c2c1C(=O)CC(C)(C)C2	?	nt
O=C(CCCCC(=O)NCCc1ccccc1)NCCc1ccccc1	-27%	-16
CSc1nc2ccc(S(=O)(=O)NC3CCCCC3)cc2s1	?	nt
O=c1cc(CSc2ccc(Cl)cc2)nc(-c2ccncc2)[nH]1	?	nt
O=C1C2CSCN2C(=O)CN1CCCN1CCN(C(c2ccccc2)c2ccccc2)CC1 (stereo unspecified)	-5%	0
Cn1nnnc1SCc1nnc(-c2ccc(F)cc2)o1	i	15
O=C(NCC1CCCO1)c1onc(CSc2ccc(Cl)cc2)c1C(=O)O (stereo unspecified)	13%	-1
CCC(C)c1ccc(OCC(=O)Nc2cccc(C(=O)Nc3ccc(C(=O)O)cc3)c2)cc1 (stereo unspecified)	?	nt
c1ccc(COc2cccc(CNCc3cccnc3)c2)cc1	9%	28
COCCn1c(C(F)(F)F)ccc(NC(=O)c2ccccc2)c1=O	8.2µM*	28*
CNc1nc(-c2ccc(Cl)cc2)cs1	18%	-11
CC1(C)Cc2c(c(N3CCOCC3)nc3sc(C(=O)N4CCCCC4)c(N)c23)CO1	22%	7
Cc1ccccc1CS(=O)(=O)Cc1ccc(C(=O)NCc2cccnc2)o1	3%	3
Clc1cccc(CNCC2CCCO2)c1Cl (stereo unspecified)	?	nt
COc1cccc(NC(=O)Nc2ccc(C)c(Cl)c2)c1	-1%	9
Cc1ccc(C(=O)NCc2ccc3c(c2)OCO3)cc1S(=O)(=O)N1CCOCC1	-7%	-6
COc1ccc(CCC(=O)Nc2cc(S(C)(=O)=O)ccc2Cl)cc1	-6%	7
Cc1onc(-c2c(Cl)cccc2Cl)c1C(=O)N[C@@H]1C(=O)N2[C@@H]1SC(C)(C)[C@@H]2C(=O)O	12%	7&6
Clc1ccc(OCCCc2nc(-c3cccnc3)no2)c(Cl)c1	15µM*	-30*
CC1CCN(S(=O)(=O)c2ccc(C(=O)Nc3sccc3C(N)=O)cc2)CC1	?	nt
CC(Nc1nc(C(F)(F)F)nc2ccccc12)c1cccs1 (stereo unspecified)	?	nt
CCOC(=O)CN1C(=O)/C(=C2\SC(=S)N(NC(=O)c3cccnc3)C2=O)c2ccccc21	-6%	12
O=C(NC1CCCC1)C(c1ccccn1)N(C(=O)c1csnn1)c1ccccc1 (stereo unspecified)	?	nt
CC(CCc1ccccc1)NC(=O)c1nnc(Cc2ccc(F)cc2)o1 (stereo unspecified)	1%	-8

Taken from above.
Cc1ccc(CN2CCC(N3CC(C)OC(C)C3)CC2)cc1 (stereo unspecified) | Lipid storage S3 cell count max = 29
COc1ccc(N2CCCC2)c(NC(=O)c2ccc([N+](=O)[O-])o2)c1 | Lipid storage S3 = 10µM*

Other structures follow.
SMILES	Lipid storage S3	Lipid storage S3 cell count max
COc1ccc(CCNC(=O)c2c[nH]c3ccc(F)cc3c2=O)cc1OC	?	nt
CCN1CCN(C(=O)/C=C/c2cccc(Cl)c2)CC1	?	nt
CC(CCc1ccccc1)NC(=O)Cc1ccc([N+](=O)[O-])cc1 (stereo unspecified)	?	nt
Cc1n[nH]c(C)c1CN(C)C(=O)C1CCC(=O)N(CCc2cccc(F)c2)C1 (stereo unspecified)	-3%	12
COc1ccccc1C1C([N+](=O)[O-])=CC([N+](=O)[O-])=CN1C (stereo unspecified)	?	nt
COc1ccc(-c2[nH]ncc2CN2CCCC(C(=O)c3ccc(OC)cc3OC)C2)cc1 (stereo unspecified)	13%	-9
CC(C)CC(=O)Nc1ccnn1C1CCN(C(=O)c2ccc(F)cc2Cl)CC1	?	nt
CCOC(=O)c1cnn(-c2ccc(C(F)(F)F)cn2)c1N	?	nt
O=C(CN1CCOCC1)Nc1ccc2c(c1)OCO2	?	nt
COc1cc(OC)cc(C(=O)Nn2cnnc2)c1	-22%	-2
COc1ccc(C(=O)N/C(=C\c2cccc([N+](=O)[O-])c2)C(=O)Nc2cccc(C(=O)O)c2)cc1	?	nt
c1ccc(Cn2nnnc2C(c2cccs2)N2CCc3ccccc3C2)cc1 (stereo unspecified)	i	-11
CN(C)CCNC(=O)C(=O)c1c(-c2ccccc2)cc2ccccn12	?	nt
CN(Cc1ccc(F)cc1)Cc1nc(-c2cnccn2)no1	8%	-3
Cc1ccc2c(c1)COc1c3ccc(C(=O)O)cc3nn1-2	?	nt
COc1ccc(CNC(=O)COC(=O)c2ccc(Br)o2)cc1	10%	16
N#C/C(=C\c1ccc(F)cc1)C(=O)Nc1ccccn1	?	nt
CCN1CCN(C(=O)CN(c2ccc(F)cc2)S(=O)(=O)c2ccc(OC)c(OC)c2)CC1	?	nt
CCCCCOC(=O)CSc1n[nH]c(=O)[nH]c1=O	?	nt
N#Cc1ccccc1NC(=O)CSc1nnc(-c2ccccc2)n1-c1ccccc1	?	nt

Screens (PubChem BioAssay)
